p53 reactivator: qHTS assay for re-activators of p53 using a Luc reporter. 0.063% of 320,000 active. H1299 p53-A138V BP100-luciferase reporter, luminescence, 24 h. Potency, µM (titrated, usually from 92.2 µM), inactives show top-dose activity change, positive = activation, hits mostly activators; also: % of control where 0% means no effect; nearly all actives have a fitted effect of over 45% in size
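H1299 (p53-null), stable ts p53-A138V + BP100-Luc; 1000 cells/well, Opti-MEM/10% FBS; cpd 4 pt, 1:5; 24 h, 37 deg C, 5% CO2; detection reagent 10 min RT; luminescence.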
NPC1 promoter act: qHTS Assay for NPC1 Promoter Activators; Huh7 NPC1 promoter luciferase reporter, 24 h; Potency, µM (series often up to 9.22 µM), for inactives: at the highest dose activation, actives largely listed as activators; 2.4% of 320,000 active; AID 485313, 2010;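 also: % of control where 0% means no effect; nearly all actives have a fitted effect of over 60% in size; reporter is driven by a mutant NPC1 promoter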
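Luminescence from an NPC1 promoter-driven luciferase reporter in stably transfected Huh7 cells was measured after 24 h compound treatment at 37 °C, followed by 10 min ambient incubation with luciferase detection reagent.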
uPA generation: qHTS for Inhibitors of Cell Surface uPA Generation | cell surface uPA generation assay, qHTS | Potency, µM (titrated, usually from 38.3 µM), without a hit: top-dose activity change, negative = inhibition, actives largely listed as inhibitors | 0.31% of 330,000 active; active = well fitted inhibition curve with a large enough effect; inconclusive = small, poorly fitted or top-dose-only effect; inactive = no such curve, though single readings can be large or run the other way; tested in mouse RAW 264.7 cells; also: % is scaled to controls: 0 for no effect and ±100 for the full control effect; nearly all actives have a fitted effect of over 55% in size
RORgamma inh: qHTS for inhibitors of ROR gamma transcriptional activity | Nuclear receptor ROR-gamma (Mus musculus), P51450 | Drosophila S2 Gal4-RORgamma UAS-luciferase reporter, 20 h | Potency, µM (titrated, usually from 53.6 µM), for the others: at the highest dose activity change, negative = inhibition, most hits filed as inhibitors | 5.4% of 310,000 active | AID 2551, 2010; also: % is scaled to controls: 0 for no effect and ±100 for the full control effect; nearly all actives have a fitted effect of over 60% in size
Target sequence (P51450 whole entry, looked up, the tested form may be a part): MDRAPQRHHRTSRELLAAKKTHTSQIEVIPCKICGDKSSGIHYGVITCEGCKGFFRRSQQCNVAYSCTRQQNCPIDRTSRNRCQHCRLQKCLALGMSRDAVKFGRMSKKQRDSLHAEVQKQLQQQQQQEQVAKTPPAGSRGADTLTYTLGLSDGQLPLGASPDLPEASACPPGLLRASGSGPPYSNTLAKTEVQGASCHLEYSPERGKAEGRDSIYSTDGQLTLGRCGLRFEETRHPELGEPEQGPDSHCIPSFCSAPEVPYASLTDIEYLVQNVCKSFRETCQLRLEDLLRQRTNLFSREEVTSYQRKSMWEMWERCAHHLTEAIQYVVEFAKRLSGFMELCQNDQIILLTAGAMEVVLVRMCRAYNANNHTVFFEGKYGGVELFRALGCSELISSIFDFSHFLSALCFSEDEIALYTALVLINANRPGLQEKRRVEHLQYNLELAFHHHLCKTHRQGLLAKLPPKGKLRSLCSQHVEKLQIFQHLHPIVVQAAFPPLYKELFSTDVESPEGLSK
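Compounds are pin-transferred onto Drosophila Schneider cells expressing a copper-inducible Gal4–ROR gamma transactivation domain fusion. After 1 hr, copper sulfate is added to 700 uM final; luciferase is read 20 hr later.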
FLuc modulator: qHTS profiling assay for firefly luciferase inhibitor/activator using purifed enzyme and Km concentrations of substrates (counterscreen for miR-21 project). purified FLuc, Km substrates, luminescence inhibition. Luciferin 4-monooxygenase (Photinus pyralis), P08659. AID 588342, 2011. 6.9% of 360,000 active. Potency, µM (doses to about 57.5 µM), for inactives: at the highest dose activity change, negative = inhibition, hits mostly inhibitors;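 also: plate controls were vehicle for no effect and reference inhibitor for full effect; nearly all actives have a fitted effect of over 55% in size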
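Purified P. pyralis luciferase, 10 nM final, with Km-level 10 uM D-luciferin and 10 uM ATP in 50 mM Tris acetate pH 7.5, 10 mM Mg acetate, 0.01% Tween-20, 0.05% BSA; 6-point qHTS titration about 60 µM downward; luminescence read.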
Rab9 prom act: qHTS Assay for Rab9 Promoter Activators. Huh7 Rab9 promoter-luciferase reporter, luminescence, 24 h. Potency, µM (titrated, usually from 9.22 µM), without a hit: top-dose activation, negative = inhibition, hits mostly activators. AID 485297, 2010. 2.8% of 320,000 active; also: % of control where 0% means no effect; nearly all actives have a fitted effect of over 60% in size
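Huh7 reporter line, Rab9 promoter upstream of luciferase. Compound exposure 24 h at 37 °C in reduced-serum medium with 10% FBS. Read-out: luminescence.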
VP16 counter: VP16 counterscreen qHTS for inhibitors of ROR gamma transcriptional activity; Drosophila S2 Gal4-VP16 UAS-luciferase, luminescence, 20 h; Potency, µM (top dose mostly 53.6 µM), inactives show top-dose activity, negative = inhibition, usual class: inhibitors; 3.5% of 310,000 active; AID 2546, 2010;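 also: Gal4-VP16 expression switched on by copper sulfate through the metallothionein promoter; % is scaled to controls: 0 for no effect and ±100 for the full control effect; nearly all actives have a fitted effect of over 50% in size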
ELG1 genotox: qHTS screen for small molecules that induce genotoxicity in human embryonic kidney (HEK293T) cells expressing luciferase-tagged ELG1; HEK293T ELG1-luciferase reporter, luminescence, 16 h; Potency, µM (series often up to 46 µM), for the others: at the highest dose activity change, positive = activation, usual class: activators; 1.3% of 330,000 active; AID 504466, 2011; also: % of control where 0% means no effect; nearly all actives have a fitted effect of over 60% in size
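ELG1-luciferase HEK293T cells, 2,000/well; compound pinned in; 16 hr, 37 °C, 5% CO2; ONE-Glo, 30 min RT; luminescence on CCD imager.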
BRCA1 expr up: qHTS Assay to Identify Small Molecule Activators of BRCA1 Expression; MCF7-BRCA1-FFLuc reporter, luminescence, 48 h; response scale: scaled: vehicle 0%, 10 µM genistein 100%; Potency, µM (top dose mostly 46.1 µM), for the others: top-dose activation, actives largely listed as activators; 1.1% of 380,000 active; AID 624202, 2012; also: nearly all actives have a fitted effect of over 80% in size; some results filed as inactive show a strong effect at the top dose
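Compounds are tested at multiple concentrations on MCF7 BRCA1-luciferase reporter cells seeded at 2000 per well; after 48 h, a single luminescence end-point is taken and curves fitted to the normalized data.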
MBNL1 CUG block: qHTS Assay for Inhibitors of MBNL1-poly(CUG) RNA binding; TR-FRET MBNL1-His/biotin-(CUG)12 binding, 665/545 ratio; 0.036% of 280,000 active; AID 2675, 2010; Potency, µM (series often up to 57.5 µM), without a hit: at the top dose activity change, negative = inhibition, most hits filed as inhibitors; active = well fitted inhibition curve with a large enough effect in the signal ratio, with a control signal flat, not every such curve was filed as active; inconclusive = small, poorly fitted or top-dose-only effect, or effect the other way, or a change in a side signal; inactive = no such curve, though single readings can be large or run the other way; the % refers to the signal ratio; also: % is scaled to controls: 0 for no effect and ±100 for the full control effect
Target sequence (Q9NR56 whole entry, looked up): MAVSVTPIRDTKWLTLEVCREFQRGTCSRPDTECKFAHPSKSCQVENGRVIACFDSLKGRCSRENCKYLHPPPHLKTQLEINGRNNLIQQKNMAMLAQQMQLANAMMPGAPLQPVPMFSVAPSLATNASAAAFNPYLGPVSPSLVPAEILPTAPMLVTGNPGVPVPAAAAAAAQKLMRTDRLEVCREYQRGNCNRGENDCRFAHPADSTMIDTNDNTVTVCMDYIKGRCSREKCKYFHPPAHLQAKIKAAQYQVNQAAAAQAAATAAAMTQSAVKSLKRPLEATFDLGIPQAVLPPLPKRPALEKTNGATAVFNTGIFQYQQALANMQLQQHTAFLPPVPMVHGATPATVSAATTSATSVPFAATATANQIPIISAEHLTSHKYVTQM
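MBNL1-His + Biotin-(CUG)12, cpd titration 92 nM–58 uM; Tb anti-His Ab 0.055 ng/ul, SA-XL665 5 nM (final); 60 min RT; ratiometric 665/545 nm, Ex 340 nm; normalized to buffer and full-complex controls.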
An asterisk follows results filed as active; ? = inconclusive; · = no result given; & = joins results of further samples; [ ] = remark or other dose. Unless noted, calls follow the shape of the dose curve; as a rule, active = well fitted curve in the direction sought with a large enough effect; inconclusive = small, poorly fitted or top-dose-only effect, or another doubt; inactive = no such curve, though single readings can be large; an effect the other way counts as inactive or inconclusive. Potency is read from the fitted curve at half-maximal effect.

SMILES	p53 reactivator	NPC1 promoter act	uPA generation	RORgamma inh	FLuc modulator	Rab9 prom act	VP16 counter	ELG1 genotox	BRCA1 expr up	MBNL1 CUG block
COc1ccc(NC(=O)CNc2ccccc2N2CCCC2=O)cc1S(=O)(=O)N1CCOCC1	3%	-1%	-1%	·	5%	-2%	·	-1%	-6%	·
COc1ccc(-c2nc(-c3ccccc3)nc(N3CCN(C)CC3)c2C#N)cc1	-2%	-9%	1%	-5%	0%	11%	-3%	-6%	0%	1%
Cc1cccc(-n2c(-c3ccoc3C)n[nH]c2=S)c1	5%	0%	1%	8.9µM*	-4%	-3%	?	0%	-33%	·
Cc1ccc(C)c(-n2nnnc2SCC(=O)NCCC2=CCCCC2)c1	3%	-3%	3%	-8%	3%	-6%	2%[0.365 µM]	-2%	6%	-1%
CCn1cc(C(=O)O)c(=O)c2cnc(N3CCN(C(=S)NC(=O)c4ccc(Cl)cc4)CC3)nc21	-2%	-1%	3%	1µM*	0%	-2%	-1%	2%	-15%	-7%
COc1ccc(NC(=O)c2ccc(NC(=O)c3nc4nc(C)cc(C)n4n3)cc2)cc1	12%	2%	-3%	·	-12%	8%	·	1%	0%	·
N#CCC(=O)Nc1ccc(C(=O)OCC(=O)c2ccc3c(c2)OCO3)cc1	8%	?	4%	·	?	4µM*	·	12%	45%	·
CC(C)COC(=O)N1CCCC1C(=O)Nc1nccs1 (stereo unspecified)	-6%	-3%	0%	10%	-1%[2.3 µM]	0%	-3%	-1%	-9%	-5%
CCC(=O)Nc1c(C)nn(C(=O)CC)c1C	-11%	-1%	5%	-6%	7%	-8%	-3%	0%	9%	8%
Cc1noc(NC(=O)c2cccc(C(F)(F)F)c2)c1Cl	-2%	-8%	-5%	?	?	0%	0%[10 µM]	1%	-6%	-6%
Cc1ccc(NNC(=S)Nc2ccc(C(C)C)cc2)c(C)c1	?	13%	-2%	11µM*	?	-4%	?	1%	-17%	0%
COc1ccc(N2CCN(c3ccc([N+](=O)[O-])nc3)CC2)cc1	7%	-4%	3%	9%	3%	4%	1%	0%	-13%	?
Cc1ccc(NC(=O)COC(=O)CNC(=O)c2ccc(Br)cc2)c(C)c1	-3%	0%	2%	-8%	-8%	-1%	6%	0%	-14%	?
CCCOc1nc2c(c(=O)n(C)c(=O)n2C)n1Cc1cccc2ccccc12	6%	-4%	9%	30%	-4%	-1%	?	-28%	-61%	-6%
CCCN(CCC)CCCNC(=S)Nc1ccc2nc3n(c(=O)c2c1)CCCCC3	1%	-5%	-10%	-10%[10 µM]	6%	-9%	1%	-1%	-34%	·
Cc1cccc(NC(=S)NC(C)CCc2ccccc2)c1 (stereo unspecified)	11%	0%	-9%	7.1µM*	-1%	-3%	3.2µM*	-8%	-33%	-12%
CCCCCOc1ccc(C2C(C(=O)c3ccc(C)o3)=C(O)C(=O)N2c2cc(C)on2)cc1 (stereo unspecified)	6%	-5%	9%	-43%	0%	-7%	?	-2%	15%	25%
COC(=O)C1=C(C)NC(=O)/C1=C\c1ccco1	?	-5%	-4%	-29%	?	2%	-2%	2%	-74%	?
CCN(C(=O)Cc1c(C(=O)O)n(CC)c2ccccc12)c1cccc(C(F)(F)F)c1	3%	1%	8%	14%	2%	-2%	4%	-3%	-17%	-15%
c1ccc(CN=C2NN=C(c3cc4ccccc4o3)CS2)cc1	?	18%	4%	?	17µM*	18%	20µM*	1%	38%	20%

The final 3 records of the part above come first, to join the parts:
SMILES	p53 reactivator	NPC1 promoter act	uPA generation	RORgamma inh	FLuc modulator	Rab9 prom act	VP16 counter	ELG1 genotox	BRCA1 expr up	MBNL1 CUG block
COC(=O)C1=C(C)NC(=O)/C1=C\c1ccco1	?	-5%	-4%	-29%	?	2%	-2%	2%	-74%	?
CCN(C(=O)Cc1c(C(=O)O)n(CC)c2ccccc12)c1cccc(C(F)(F)F)c1	3%	1%	8%	14%	2%	-2%	4%	-3%	-17%	-15%
c1ccc(CN=C2NN=C(c3cc4ccccc4o3)CS2)cc1	?	18%	4%	?	17µM*	18%	20µM*	1%	38%	20%
Cc1ccc(C2=NN3C(C(=O)c4ccccc4)Oc4ccccc4C3C2)cc1 (stereo unspecified)	?	22%	0%	39%	-14%	?	20%	2%	37%	-1%
CC(C)CC(=O)Nc1nnc(S(=O)(=O)N2CCc3ccccc32)s1	9%	-4%	-9%	-2%	0%&-12%	-1%	0%	-1%	31%	-8%
COC(=O)N=Nc1c(O)[nH]c2ccc(Br)cc12	0%	12%	-3%	3%	-8%	14%	-5%	-5%	-63%	?
Cc1ccc2cc(S(=O)(=O)NCCC(=O)O)ccc2c1	1%	-4%	·	-24%	4%	-5%	-16%	-7%	0%	-9%
CCN(CC)C(=O)CCCC(=O)N(CC)CC	-5%	-11%	-5%	5%	-2%	0%	-2%	-1%	-8%	·
O=[N+]([O-])c1cc(Cl)ccc1Sc1cccc2cccnc12	4%	-1%	-5%	-12%	-2%	2%	-2%	1%	28%	3%
O=C(CSc1nnc(-c2ccccc2F)o1)NC1CC1	?	·	12%	·	·	·	·	10%	35%	·
CCN(CC)S(=O)(=O)c1ccc(C)c(NC(=O)CN2CCN(C)CC2)c1	-1%	0%	2%	12%	-1%	-2%	-5%	0%	7%	-18%
COc1ccc(-c2noc(CNC(=O)c3ccoc3C)n2)cc1OC	-13%	-7%	0%	-1%	-1%	4%	5%	3%	-31%	-4%
CSCC(C)N1CCC(N2CCC(C(=O)NCc3ccccn3)CC2)CC1 (stereo unspecified)	11%	-2%	3%	-5%	4%	-1%	3%	3%	14%	-1%
CSCCC1NC(=O)N(CC(=O)Nc2cccc(S(=O)(=O)N3CCCCCC3)c2)C1=O (stereo unspecified)	-6%	·	-4%	·	·	·	·	-6%	-62%	·
CCCS(=O)(=O)N1CCc2cc(OC)c(OC)cc2C1	8%	0%	0%	5%	0%	12%	0%	4%	2%	7%
CCC(C(=O)Nc1cccc(C(=O)O)c1)c1ccccc1 (stereo unspecified)	0%	-3%	2%	-7%	-8%	-4%	-1%	4%	-6%	-3%
CC(CCc1ccccc1)NC(=O)/C=C/c1ccccc1 (stereo unspecified)	3%	-2%	11%	-3%	-10%	0%	-15%	-1%	20%	-8%
COCCOC(=O)c1c(C)n(C)c2ccc(OC(=O)c3c(OC)cccc3OC)cc12	3%	-4%	3%	-2%	-19%	7%	-12%	-8%	-53%	-9%
COc1ccccc1CCC(=O)N1CCC(n2nccc2NC(=O)CC(C)C)CC1	5%	1%	-14%	-8%	0%	9%	-1%	6%	5%	2%
COc1ccc(Cc2nnc(NCCO)[nH]c2=O)cc1OC	4%	-5%	0%	18%	4%	-5%	-6%	2%	-2%	0%
O=C(CC1Sc2ccccc2NC1=O)Nc1cccnc1 (stereo unspecified)	2%	1%	2%	2%	-3%	-3%	1%	1%	-2%	-6%
COCC(=O)N1CCC(Oc2ccc(C(=O)N3CCSCC3)cc2)CC1	?	0%	1%	-7%	3%	-2%	-2%	10%	2%	0%
Cc1ccc(NC(=O)c2c(C)noc2-c2snnc2C)cc1	-3%	-3%	2%	-5%	5%	-2%	0%	-2%	-54%	0%
Cc1cccc(C(=O)N2CCCC(c3nc(-c4ccc(F)cc4)no3)C2)c1 (stereo unspecified)	·	-1%	-2%	280%	-11%	0%	18%	10%	17%	-2%
CC(=O)Nc1cccc(NC(=O)c2ccc([N+](=O)[O-])cc2Cl)c1	1%	-1%	1%	31%	?	-6%	-1%	-2%	0%	?
N#CC[n+]1cc(-c2ccc(Cl)cc2)n2c1CCC2	4%	1%	·	4%	2%	6%	-3%	0%	7%	12%
CCC(c1nnc(SCC(=O)Nc2nnc(-c3ccccc3)o2)n1Cc1ccccc1)N(C)C (stereo unspecified)	1%	-2%	-6%	8.9µM*	-14%	0%	?	1%	-9%	1%
CCN1C(=O)NC2C1N(S(C)(=O)=O)CCN2S(C)(=O)=O (stereo unspecified)	-1%	-3%	2%	-13%	-2%	0%	-9%	-3%	-5%	-2%
Cc1ccc(CS(=O)(=O)CCC(=O)O)cc1	0%	1%	-1%	11%	-1%	1%	-10%	-1%	-11%	-9%
COc1ccc(C(=O)c2c(O)cc(-c3ccc(OC)cc3)oc2=O)cc1	27%	-3%	-1%	-3%	17µM*	-3%	-5%	5%	6%	·
COc1ccc(NC(=O)c2ccc3c(=O)n(-c4ccc(OC)cc4OC)c(=S)[nH]c3c2)c(OC)c1	1%	-7%	0%	2.8µM*	-12%	-2%	8.9µM*	-7%	-35%	6%
COc1ccc(C(=O)c2cnc(C(C)C)n2C)cc1	4%	12%	1%	8%	-9%	12%	-1%	17%	58%	-3%
CN(C)c1ccc(N=Nc2cccc3ccoc23)cc1	?	?	5%	-27%	1.2µM*	?	-7%	6.5µM*	?	?

From PubChem
